Source: PubChem BioAssay (School of Medicine, Indiana University)
FECH inh: inhibitors of human ferrochelatase; calls only at 10 µM (by protocol); purified FECH, Ni-mesoporphyrin absorbance 550 nm; hit rate 3.3% among 20,000; P22830; AID 1671448;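 active = enzyme reaction rate more than 3 SD below the solvent-only control wells on the same plate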;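 also: lower slope than DMSO wells means FECH inhibition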
Target sequence (P22830 whole entry, looked up): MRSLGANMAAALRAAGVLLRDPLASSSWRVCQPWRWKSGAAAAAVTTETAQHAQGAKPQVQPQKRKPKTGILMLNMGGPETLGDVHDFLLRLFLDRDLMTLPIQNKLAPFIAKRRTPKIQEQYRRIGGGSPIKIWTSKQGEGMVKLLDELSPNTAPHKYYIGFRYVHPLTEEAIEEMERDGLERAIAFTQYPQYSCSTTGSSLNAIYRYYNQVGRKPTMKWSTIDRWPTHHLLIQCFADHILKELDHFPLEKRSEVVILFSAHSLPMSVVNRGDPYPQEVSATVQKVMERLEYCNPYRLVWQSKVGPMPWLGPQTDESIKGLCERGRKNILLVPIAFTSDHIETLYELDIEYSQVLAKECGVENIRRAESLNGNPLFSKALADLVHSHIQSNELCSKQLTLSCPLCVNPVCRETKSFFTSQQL
Calls only; i = inactive; + = active, no number. The list is partial; rates above refer to the full screens.

SMILES | FECH inh
COc1ccc(CNS(=O)(=O)c2ccc(C(=O)N(C)C)s2)cc1 | i
Fc1ccccc1Cc1nc(CCc2ccccc2)n[nH]1 | i
CCOc1ccccc1NC(=O)NCCc1nc2cccnc2n1Cc1ccc(C)cc1 | i
O=C1NCC(CN2CCOc3c(O)cc(-c4csc5ccccc45)cc3C2)O1 (stereo unspecified) | i
Cc1cc(C)c(CN2CCN(Cc3ccccc3C)S2(=O)=O)c(C)c1 | i
NS(=O)(=O)c1ccc(NC(=O)COc2ccc(-c3cnc4ccccc4n3)cc2)cc1 | i
Cc1cc(C)n(CC(C)NCc2cccc(-n3cccn3)c2)n1 (stereo unspecified) | i
CC(C)Cc1nc(-c2ccc3c(c2)OCO3)n[nH]1 | i
CCc1cc(Nc2ccc(N3CCOCC3)c(Cl)c2)n2ncnc2n1 | i
CCc1nc(OCC(=O)NC(C)c2ccccc2)c2c(C)c(C)oc2n1 (stereo unspecified) | i
Cc1csc2c(N3CCC(n4nccc4NC(=O)C4CC4)CC3)ncnc12 | i
COc1ccccc1CNc1nc2nc(CN3CCN(c4ccccc4)CC3)cc(=O)n2[nH]1 | i
CCN(Cc1ccccc1)S(=O)(=O)c1ccc2c(c1)CCN2C(=O)CCC(=O)N1CCCCCC1 | i
Cc1ccc(C(=O)CN(c2nc3nc(C)c(Cl)c(C)n3n2)S(=O)(=O)c2ccc(C)cc2)cc1 | i
O=C(NCc1ccc2nonc2c1)c1ccccc1-c1ncc[nH]1 | i
C=CCN(c1nc2nc(C)c(Cl)c(C)n2n1)S(=O)(=O)c1ccccc1 | i
c1cn(CCOc2ccc(CN3[C@H]4CCNC[C@@H]3CC4)cc2)cn1 | i
Cc1c(C(=O)NC2CCC(n3cnnc3)CC2)cnn1-c1ccccn1 (stereo unspecified) | i
Cc1ccc2nc(CNC(=O)Cc3ccc4c(c3)OCO4)[nH]c2c1 | i
Cc1cnc(C)c(N2CCC3(CCCN(C)CC3)CC2)n1 | i
O=c1cc(CN2CCN(c3ccc(F)cc3)CC2)nc2nc(NCc3ccc(F)cc3)[nH]n12 | i
COc1ccc(CNC(=O)C2CCCN2c2nnc(N3CCCC3=O)s2)c(OC)c1 (stereo unspecified) | +
COc1ccc(C(=O)N(Cc2nc3nc(C)cc(C)n3n2)c2cccc(C)c2)cc1OC | i
CCc1ccc(-c2nccn2[C@@H](Cc2ccccc2)C(N)=O)nc1 | i
CCc1c(C)nc2ncnn2c1Sc1ccc(NC(=O)c2ccccc2Cl)cc1 | i

(list continues)
SMILES | FECH inh
NC(=O)c1ccnc(N2CCN(Cc3ccc(Cl)c(Cl)c3)CC2)c1 | i
CCCCOCC(=O)N1Cc2cnc(CC)nc2C1 | i
COc1cc(-c2nc(CCc3ccccc3)nn2-c2ccccn2)ccn1 | i
CC(C)CCNC(=O)C1(C)Cn2c(cc3occc32)C(=O)N1CCN1CCOCC1 (stereo unspecified) | i
COc1ccc(N2C(=O)CCS2(=O)=O)cc1S(=O)(=O)NCc1ccccc1F | i
CCS(=O)(=O)NCc1nc2cccnc2n1Cc1ccc(Cl)cc1 | i
CCn1nc(C)c(CNC(C)CC(C)(C)OC)c1C (stereo unspecified) | i
COc1ccc(S(=O)(=O)NCCn2c(-c3ccc(F)cc3)nc3cccnc32)cc1Cl | i
COc1ccc(C2C=C(c3ccc(Br)cc3)Nc3nc(N4C(=O)CCC4=O)nn32)cc1 (stereo unspecified) | i
C=CC[C@@H]1CC=C[C@@H](C)N1C(=O)c1cn2c3c(cccc3c1=O)CC2 | i
CN1Cc2ccccc2N(CC(=O)NCc2n[nH]c3c2CCC3)C1=O | i
CCN(CC)c1ncc(NS(=O)(=O)c2cccs2)cc1C(=O)O | i
Cc1cccc(Oc2ccc(C(=O)N3CCC4(CC3)NCCNC4=O)cc2)c1 | i
CC1CN(C(=O)C2CC2)c2cc(S(=O)(=O)Nc3ccc(S(N)(=O)=O)cc3)ccc2S1 (stereo unspecified) | i
CCOc1ccc(N2CC(NC(=O)c3cccs3)CC2=O)cc1 (stereo unspecified) | i
Cc1cc(N(C)C)nc(Nc2ccc(NC(=O)c3ccccc3)cc2)n1 | i
CCNC(=O)N1CCC(NC(=O)CSC(C)C)CC1 | i
Cc1ccc2cc(-c3noc(CCC(=O)NCc4ccccc4)n3)c(=O)[nH]c2c1 | i
Cc1ccc(Nc2cc(C)nc(Nc3ccc(NC(=O)c4cccc(C(F)(F)F)c4)cc3)n2)cc1 | i
Clc1ccc(-c2cncnc2)cc1Cl | i
CCCc1c(C)nc2ncnn2c1Sc1ccc(NS(=O)(=O)c2ccc(Cl)cc2)cc1 | i
Cc1ccc(N2C(=O)CCS2(=O)=O)cc1S(=O)(=O)Nc1ccc(OC(C)C)cc1 | i
COCCN1CCCC(O)(CN2CCN(Cc3nccn3C)CC2)C1=O (stereo unspecified) | i
CCC1=C(c2ccc(OC)cc2)S(=O)(=O)N(CC(=O)Nc2ccc(OC)c(Cl)c2)C1=O | i
Cc1nccn1-c1ccccc1CNC(C)Cn1ccnc1 (stereo unspecified) | i

Additional entries:
SMILES | FECH inh
CCc1cc(Sc2ccc(NC(=O)c3ccc(C(C)(C)C)cc3)cc2)n2ncnc2n1 | i
CC[C@H]1CN(C(=O)C23C[C@H]4C[C@@H](C2)CC(n2cncn2)(C4)C3)CC[C@@]1(C)O | i
CCNc1nc(C)c(C(=O)N2CCC(O)(c3ccc(C)cn3)CC2)s1 | i
Cc1ccoc1C(=O)N1CCn2c(C(N)=O)cnc2C1 | i
COc1ccc(-c2cc(N3CCN(C(=O)Nc4cc(OC)cc(OC)c4)CC3)ncn2)cc1 | i
CCc1nc2cccnc2n1C1CCN(S(=O)(=O)c2ccc(C(C)(C)C)cc2)CC1 | i
Cc1ncsc1CN(Cc1ccccc1)C1CCNCC1 | i
O=C1CCS(=O)(=O)N1c1ccc(S(=O)(=O)NC2CCCC2)cc1 | i
CC(C)Oc1ccc(C(=O)Nc2cccc(N3CCCS3(=O)=O)c2)cc1 | i
CCC1c2cccn2CCN1C(=O)c1ccc(CSc2ncn[nH]2)o1 (stereo unspecified) | i
Cc1ccccc1-c1cc(O)c2c(c1)CN(C(=O)C1CCCO1)CCO2 (stereo unspecified) | i
O=C(c1ccccc1NCc1cccs1)N1CC[C@@H](O)C1 | i
COc1ccc(N2CC(NC(C)=O)CC2=O)cc1 (stereo unspecified) | i
CC(=O)N1CCC(N2CCN(c3nnc(C(F)(F)F)s3)CC2)CC1 | i
Cc1ccc(CNc2nc(Nc3ccccc3C)c3cnn(-c4ccccc4)c3n2)cc1 | i
CC(C)(C)NS(=O)(=O)c1cc(C(=O)N2CCCCC2)cs1 | +
Cc1cccc(C(=O)Nc2cccc(OCc3cc(=O)n4ccc(C)cc4n3)c2)c1 | i
Cc1nc2ncccn2c1C(=O)N1CCCN(CC2CC2)C(C(C)C)C1 (stereo unspecified) | i
CCc1cc(CN(C)C(=O)CN2C(=O)c3ccccc3C2=O)on1 | +
Cc1ccc(-n2c(=O)n(Cc3ccccc3)c3c(C(N)=O)nc(-c4ccccc4F)nc32)cc1C | i
COc1ccc(N2C(=O)CCS2(=O)=O)cc1S(=O)(=O)N1CCCc2ccccc21 | i
CNC(=O)[C@@H]1C[C@H](N)CN1Cc1ccc2nonc2c1 | i
CCCc1c(C)nc2ncnn2c1Sc1ccc(NC(=O)Nc2cc(C)cc(C)c2)cc1 | i
CC(C)Cc1cc(C(=O)N2CCn3cncc3C2)on1 | i
C=CCn1c(=O)c2cnc(-c3ccc(Cl)cc3)nc2n(C)c1=O | +

Continued.
SMILES | FECH inh
Cc1cc(C)c2[nH]c(C(=O)N3CCOC(c4ccc(F)cc4)C3)c(C)c2c1 (stereo unspecified) | i
CCN(CCO)c1nc(Nc2cc(OC)ccc2OC)c2cnn(-c3ccccc3)c2n1 | i
CCOC(=O)Cn1c(=O)n(-c2ccc(F)cc2)c2nc(-c3ccccc3OC)nc(C(N)=O)c21 | i
CCCC(=O)Nc1cccc(C(=O)N(C)CC(C)N2CCOCC2)c1 (stereo unspecified) | i
CNC(=O)c1ccc(CNc2ncnc3sc(C)c(C)c23)o1 | i
CN(C)S(=O)(=O)NCc1nc2cccnc2n1C1CCCC1 | i
CCCc1oncc1C(=O)N1CCC2(CC1)C(=O)N(C)c1ccccc12 | i
COc1cc(-c2ccc3c4c(ccc3c2)OC(CN)C4)cc(OC)c1OC (stereo unspecified) | i
COc1ccc(Oc2ccc(C(=O)NCc3ccoc3)cc2)cc1 | i
CC(=O)NCCn1ccnc1-c1ccc(OC(F)(F)F)cc1 | i
CCOC(=O)CCC(=O)Nc1cc(C)nn1-c1ncnc2c1cnn2-c1cccc(C)c1C | i
COC(C)(C)Cn1ccnc1-c1ccccc1C | i
COCCn1c(C)cc(C(=O)NCc2nc3cccnc3n2Cc2ccc(C)cc2)c1C | i
Cc1ccc(C)c(OCC(=O)N2CCC(CCN3CCCC3=O)CC2)c1C | i
CCc1c(C)nc2ncnn2c1Sc1ccc(NC(=O)Nc2cccc(C)c2C)cc1 | i
Cc1cc(N2CCCC2)nc(Nc2ccc(NC(=O)C3CCCO3)cc2)n1 (stereo unspecified) | i
Cc1oc(-c2ccc(OC(C)C)cc2)nc1CSc1nc(-c2ccncc2)cc(=O)[nH]1 | i
CCn1c(CNS(=O)(=O)c2ccccc2)nc2cccnc21 | i
CCc1cc(Sc2ccccc2NC(=O)c2cc(OC)cc(OC)c2)n2nc(C)nc2n1 | i
CCn1ncc(Cl)c1C(=O)N1CCN(C)C2(CCN(C)CC2)C1 | i
O=C(Cn1[nH]c(=O)ccc1=O)N1CC[C@@H](c2ccc3ccccc3c2)[C@H](O)C1 | i
Cc1noc(CN(C)Cc2cnn(C(C)C)c2)n1 | i
CCCN(CCC)c1nc(Nc2ccc(OCC)cc2)c2cnn(-c3ccccc3)c2n1 | i
O=C1CC2(CCN(Cc3ccc(OCc4ccccn4)cc3)CC2)CN1 | i
CCc1c(C)nc2ncnn2c1Sc1ccc(NC(C)=O)cc1 | i

Next compounds:
SMILES | FECH inh
O=C(NCCc1c[nH]c2ccc(Cl)cc12)c1ccc(CN2C(=O)CCn3nccc32)cc1 | i
NS(=O)(=O)c1ccc(CCNC(=O)C2CCN(c3nc4ccccc4n3Cc3ccc(F)cc3)CC2)cc1 | i
Cc1c(-c2nccn2Cc2ccccc2Cl)c(=O)n(-c2ccccc2)n1C | i
COc1ccc(N2CC(NC(=O)c3ccc(S(=O)(=O)N4CCCC4)cc3)CC2=O)cc1 (stereo unspecified) | i
COC(=O)c1ccc(NC(=O)N2CCC(n3cnc4cccnc43)CC2)cc1 | i
CNc1nc(Nc2ccc(OC)cc2)c2cnn(-c3ccccc3)c2n1 | i
CCC(C)(C)NC(=O)C1CCN(c2ccc(-c3cccs3)nn2)CC1 | i
COc1ccc(N2C(=O)CCS2(=O)=O)cc1S(=O)(=O)Nc1ccc(F)cc1 | i
COc1ccc(Nc2cc(C)nc(N3CCN(S(=O)(=O)c4ccc(OC)c(OC)c4)CC3)n2)cc1 | i
CCN(CC)c1ccc(Nc2nc(SC)nc(-c3ccccc3)c2C#N)cc1 | i
COc1cc(NC(=O)CSCc2nc(-c3ccc(F)cc3)no2)cc(OC)c1 | i
Cn1c(=O)c(C(=O)N2CCN(c3ncccn3)CC2)nc2ccccc21 | i
CCn1ccc(-c2n[nH]c(=O)n2CCc2ccccc2F)n1 | i
COc1ccc(-c2cc3n(n2)CCC(=O)N3Cc2ccc(C(=O)NCc3ccc(C)o3)cc2)cc1 | i
Cc1ccc2c(c1)c(Cn1cnc(-c3ccccc3)c1-c1cnn(C)c1)nn2C | i
Nc1nc(NCC2CCOCC2)cc(N2CCOCC2)n1 | i
Cc1ccc(Cn2c(CNC(=O)c3ccccc3Cl)nc3cccnc32)cc1 | i
Cc1ccc2oc(C(=O)NCc3n[nH]c4c3CCC4)cc2c1 | i
CSc1nc(-c2ccc(C)cc2)c(C#N)c(N(C)Cc2ccccc2)n1 | i
CC(C)Cc1cc(C(=O)N(C)Cc2cnccn2)on1 | i
Cc1ccsc1CNC(=O)CC1NC(=O)c2ccccc21 (stereo unspecified) | i
CC(=O)NCCn1ccnc1-c1ccc(Cl)c(Cl)c1 | i
Cc1ccc2oc(C(=O)N3CCC(O)(Cn4ccnc4)CC3)cc2c1 | i
CC(C)c1nc(CNC(=O)c2ccc(-c3ccoc3)nc2)no1 | i
Cc1ccc(-n2c(=O)n(Cc3ccccc3)c3c(C(N)=O)nc(-c4ccc(F)cc4)nc32)cc1C | i
Cc1ccccc1CC(=O)N1C[C@@H](C(=O)O)C[C@@H](C(=O)N2CCN(C)CC2)C1 | i
NS(=O)(=O)c1ccc(CCNC(=O)CCCN2C(=O)c3cccnc3Sc3ccccc32)cc1 | i
COc1cccc(-c2noc(CCCC(=O)NC3CCNC3)n2)c1 (stereo unspecified) | i
Cc1ccccc1C(=O)N(Cc1nc2nc(C)c(Cl)c(C)n2n1)c1ccccc1 | i
CNC(=O)CC1C(=O)NCCN1CCn1c(=O)oc2ccccc21 (stereo unspecified) | i

Part of the list above, with each value named:
Cc1cc(C)c(CN2CCN(Cc3ccccc3C)S2(=O)=O)c(C)c1
  FECH inh: i
NS(=O)(=O)c1ccc(NC(=O)COc2ccc(-c3cnc4ccccc4n3)cc2)cc1
  FECH inh: i
Cc1cc(C)n(CC(C)NCc2cccc(-n3cccn3)c2)n1 (stereo unspecified)
  FECH inh: i
CC(C)Cc1nc(-c2ccc3c(c2)OCO3)n[nH]1
  FECH inh: i

5 compounds already listed, sorted by heavy-atom count, high to low.
SMILES | FECH inh
COc1cc(NC(=O)CSCc2nc(-c3ccc(F)cc3)no2)cc(OC)c1 | i
Cc1ccc2oc(C(=O)N3CCC(O)(Cn4ccnc4)CC3)cc2c1 | i
Cc1ccc2oc(C(=O)NCc3n[nH]c4c3CCC4)cc2c1 | i
Cc1ccsc1CNC(=O)CC1NC(=O)c2ccccc21 (stereo unspecified) | i
CC(C)Cc1cc(C(=O)N(C)Cc2cnccn2)on1 | i
